MC4R ag barr = MC4R agonists recruiting beta-arrestin, primary screen, cell-based, luminescence, agonist arm of biased-ligand search | U2OS MC4R beta-arrestin complementation; percent of melanotan II response, DMSO zero | 0.98% of 360,000 active | Melanocortin receptor 4 (Homo sapiens), P32245 | activation, % at 8.9 µM;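 active = activation above a per-plate cutoff, the mean activation of sample wells on that plate plus 3 SD, cut at about 8% in these data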
Target sequence (P32245 whole entry, looked up): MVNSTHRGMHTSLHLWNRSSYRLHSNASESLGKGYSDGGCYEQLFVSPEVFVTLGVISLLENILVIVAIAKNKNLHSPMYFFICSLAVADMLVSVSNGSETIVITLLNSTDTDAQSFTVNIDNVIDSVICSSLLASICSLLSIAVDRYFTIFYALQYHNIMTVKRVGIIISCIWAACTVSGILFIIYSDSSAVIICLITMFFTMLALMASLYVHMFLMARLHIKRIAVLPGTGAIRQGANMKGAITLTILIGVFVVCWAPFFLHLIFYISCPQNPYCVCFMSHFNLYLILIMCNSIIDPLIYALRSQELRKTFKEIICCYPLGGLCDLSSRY
N-glyco inh = increase of ERlucT glycosylation luciferase signal, primary screen, N-linked glycosylation inhibitor project, D54 ERlucT cells, luminescence, set 2 | AID 588692, 2011 | reporter increase, % at 12.5 µM | D54 ERlucT glycosylation luciferase reporter, 24 h; percent of 100 nM tunicamycin response | 0.23% of 360,000 active;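 active = mean luciferase reporter signal, scaled so untreated is 0 and the glycosylation-blocking control 100, at or above a set limit in every replicate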;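 note: luciferase carries N-glycosylation sites so blocking glycosylation raises the light; 0% = median of neutral control wells and 100% = median of 100 nM tunicamycin wells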
PDI inh = inhibitors of human PDI, primary screen, biochemical, turbidity, single point, plate reader. Protein disulfide-isomerase (Homo sapiens), P07237. PDI insulin aggregation turbidity, A650, 90 min. inhibition, % at 10 µM. 0.052% of 350,000 active;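 active = mean inhibition across replicates of 30% or more, whatever share of single replicates reach that level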;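 note: absorbance from insulin aggregation driven by PDI reduction with DTT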
Target sequence (P07237 whole entry, looked up): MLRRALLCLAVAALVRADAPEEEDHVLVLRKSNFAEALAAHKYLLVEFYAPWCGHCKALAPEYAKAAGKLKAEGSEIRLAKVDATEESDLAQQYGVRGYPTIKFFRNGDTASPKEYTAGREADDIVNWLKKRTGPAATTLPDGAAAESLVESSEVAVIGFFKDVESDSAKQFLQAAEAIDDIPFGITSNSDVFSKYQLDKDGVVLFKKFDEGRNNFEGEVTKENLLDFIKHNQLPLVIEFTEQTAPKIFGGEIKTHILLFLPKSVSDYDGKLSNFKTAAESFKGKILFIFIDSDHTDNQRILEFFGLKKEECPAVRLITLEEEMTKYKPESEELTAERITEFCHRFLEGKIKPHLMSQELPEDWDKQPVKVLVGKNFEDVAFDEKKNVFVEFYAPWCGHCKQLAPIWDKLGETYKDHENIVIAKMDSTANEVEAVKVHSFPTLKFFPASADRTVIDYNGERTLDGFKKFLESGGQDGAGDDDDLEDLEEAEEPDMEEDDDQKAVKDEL
ABHD5-PLIN5 inh = ABHD5-PLIN5 interaction inhibitors, primary screen, cell lysate, split luciferase complementation, luminescence. Split G. princeps luciferase complementation, 4 h. 0.78% of 360,000 active. AID 602281, 2012. Perilipin-5 (Homo sapiens) + 1-acylglycerol-3-phosphate O-acyltransferase ABHD5 (Homo …. inhibition, % at 4 µM;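 active = inhibition above the mean inhibition across every tested compound plus 3 SD, cut at about 22% in these data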;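 note: 0% = DMSO only wells and the 100% control is not disclosed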
Cardio protect = cardioprotection against H2O2-induced cell death, primary screen, uHTS, H9c2 cells, ATPLite luminescence. AID 588492, 2011. protection from H2O2 cell death, % at 20 µM. 0.63% of 360,000 active. H9c2 cardiomyocytes, H2O2 injury protection, 2 h;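 active = compounds giving at least 50% protection of heart cells from peroxide-induced death in the single-dose screen, raw or plate-pattern-corrected value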;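 note: 0% = DMSO wells with peroxide and 100% = DMSO wells without peroxide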
ABCB6 inh 2 = ABCB6 transporter inhibitors, primary screen, K562-ABCB6 cells, flow cytometry, MLPCN library | ATP-binding cassette sub-family B member 6 (Homo sapiens), Q9NP58 | K562-ABCB6 porphyrin accumulation, 1 h; active compounds read low | fluorescence ratio to DMSO, % at 10 µM | 0.19% of 360,000 active | AID 602162, 2011;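 active = fluorescence ratio to DMSO below 75%, the collection mean minus 3 SD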;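 note: signal is porphyrin accumulated inside mitochondria; 100% equals median channel fluorescence of DMSO control wells; lower ratio means ABCB6 inhibition with less porphyrin fluorescence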
m5-HT2A agonist = mouse Htr2a agonists via beta-arrestin recruitment, primary screen, cell-based, luminescence; 5-hydroxytryptamine receptor 2A (Mus musculus), P35363; CHO-K1 mHTR2A beta-arrestin complementation; percent of 30 µM serotonin response; 0.66% of 360,000 active; AID 624169, 2012; activation, % at 7.6 µM;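 active = activation above a run cutoff, the mean activation of all tested compounds plus 3 SD, cut at about 14% in these data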;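 note: 0% = plate median of compound wells and 100% = 30 µM serotonin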
Granule exo inh = LAMP-1 surface exposure blockers, TALL-104 cells – cell-based, flow cytometry, MLPCN library, primary screen. TALL-104 LAMP-1 surface exposure; cells stimulated with thapsigargin and PMA. inhibition, % at 10 µM. 0.66% of 360,000 active;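 active = inhibition above about 55%, limit read from the data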
MC4R antag cAMP = MC4R antagonists of cAMP signaling, primary screen, cell-based, TR-FRET, antagonist arm of biased-ligand search | MC4R-expressing cells, MTII-stimulated cAMP, LANCE TR-FRET | 0.48% of 360,000 active | AID 540295, 2011 | Melanocortin receptor 4 (Homo sapiens), P32245 | inhibition, % at 6.5 µM;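 active = inhibition above its plate's cutoff, the mean of tested wells on that plate plus 3 SD, cut at about 29% in these data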;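 note: 0% = Melanotan II alone and 100% = Melanotan II plus saturating MCL0020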
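material = U2OS cells stably expressing human melanocortin 4 receptor (MC4R) | also added = Melanotan II challenge | dosing = single nominal compound dose of 6.5 µM | detection = TR-FRET with Eu-cAMP and labeled anti-cAMP, 671 nm | replication = singlicate | timing = compound 30 min, challenge 1 h, detection 1 h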
CaV13 ICDI inh = Disruptors of the CACNA1D IQ motif to Ca2+-dependent inactivation inhibitor domain association, primary screening, Förster resonance energy transfer in intact living …. HEK cells, CFP/YFP FRET ICDI-IQ, plate reader, 10 min; percent FRET-ratio fall versus neutral wells. inhibition, % at 12.3 µM. 0.098% of 340,000 active;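 active = mean replicate inhibition of at least 30% and at least 1% of replicates passing that level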;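 note: 0% = median of the neutral control wells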
Numbers without * were called inactive; . = no result given. Compounds as they come; overall some 4.2% were active at least once.

SMILES	MC4R ag barr	N-glyco inh	PDI inh	ABHD5-PLIN5 inh	Cardio protect	ABCB6 inh 2	m5-HT2A agonist	Granule exo inh	MC4R antag cAMP	CaV13 ICDI inh
O=C(CCC1CCCN(C(=O)c2cc3ccccc3o2)C1)NCc1ccc(F)c(F)c1 (centres undefined)	-0.3	-1	1	14	-9	98	-3	22	16	-18
COc1ccc(N=C(N)N=C(N)N)c(OC)c1	1.3	4	2	0	-1	104	-2	-3	3	-6
O=C(Nc1ccc(N2CCOCC2)cc1)c1c(F)cccc1Cl	-1.7	0	4	-7	2	97	-1	-2	-3	-3
COCOc1ccc(-c2cc(=O)c3c(OCOC)cc(OCOC)cc3o2)cc1	0.5	-1	.	-1	-9	95	3	0	2	.
COc1ccc(-c2nc3c4ccccc4ccn3c2CN2CCCCC2)cc1	-1.1	-6	-2	-2	-3	97	-6	1	2	3
COc1cccc(-c2ccc(SCC(=O)N3CCOCC3)nn2)c1	-0.9	1	-5	2	-5	90	-3	2	-5	-6
CC(=O)c1cn(CC(=O)Nc2c(C)cccc2C)c2ccccc12	-0.3	-1	-4	-4	-25	95	-3	-1	4	-5
N=c1sccn1CC(=O)Nc1ccc(S(=O)(=O)N2CCOCC2)cc1	-0.3	3	19	6	3	92	-4	4	9	-6
CCOc1ccc(N2CC(C(=O)N3CCCC3)CC2=O)cc1 (centres undefined)	0.5	-1	-11	0	0	95	-2	-10	15	-4
N#CC1(Cc2ccc([N+](=O)[O-])cc2)c2ccccc2C=CN1C(=O)c1ccccc1 (centres undefined)	2.4	-6	1	7	-3	91	4	-11	10	-1
CC1(C)CC(NC(=O)CC(c2ccccc2)c2ccccc2)CC(C)(C)N1	-1.0	1	1	3	19	94	1	1	2	-3
Cc1ccc(N2C(=O)c3ccc(C(=O)Nc4cccnc4)cc3C2=O)c(C)c1	-2.0	-1	9	-3	-8	99	-5	-1	14	-5
Cn1nc(NC(=O)CC23CC4CC(CC(C4)C2)C3)c2c(F)cccc21	-0.5	-3	-4	2	-1	97	2	-4	-2	-1
CSc1ccc(CN2C(=O)NC3(CCCCCCC3)C2=O)cc1	-1.1	2	2	2	2	106	-4	8	18	-4
CCCCCCC(O)(CCN1CCCCC1)c1ccccc1 (centres undefined)	-0.1	-2	-1	8	-2	95	-4	-4	2	-14
CCN(CC(=O)NCc1cccs1)S(=O)(=O)c1ccc(F)cc1	-0.9	0	18	3	-2	93	8	6	12	-6
Cc1cccc(NC(=O)c2ccc(-n3ccnc3)nc2)c1	1.5	1	1	1	6	105	4	0	9	-3
CCc1cc2c3c(c1)C1(C(=O)N3C(C)(C)CC2C)C(C#N)=C(N)N2C(=C1C#N)Nc1ccccc12 (centres undefined)	3.8	2	6	-5	-7	96	3	0	9	-4
COc1cc2cnc(C3=CCCCC3)cc2cc1OC	-0.4	1	10	0	2	95	-6	-21	0	-4
O=CC1=C(N2CCOCC2)/C(=C/c2ccc(Cl)cc2)CC1	1.6	1	-1	4	-10	101	3	0	14	-15
C=CCc1cccc2cc(C(=O)NC3CCCCC3)c(=O)oc12	-0.7	0	12	-7	2	88	-1	-2	4	.
CCc1sc(C(=O)NC2CCN(C)CC2)cc1Br	-1.0	0	-1	-4	13	99	-9	7	-1	-9
CCCc1cc(CNC(=O)C2CCC(=O)N(CCc3cccc(F)c3)C2)on1 (centres undefined)	-1.3	-1	7	-1	1	99	2	-5	2	-15
CCC(=O)Nc1ccc(C(=O)OCC(=O)c2cccs2)cc1	-0.8	-2	-12	0	-1	99	3	7	4	-6
O=C1CC(c2ccc(F)cc2)CC(O)=C1C=NCCN1CCN(C(=O)Nc2ccccc2)CC1 (centres undefined)	-3.0	0	-22	-3	0	97	-3	-2	-7	-5

Brought forward from above: 2 entries, followed by the next part.
SMILES	MC4R ag barr	N-glyco inh	PDI inh	ABHD5-PLIN5 inh	Cardio protect	ABCB6 inh 2	m5-HT2A agonist	Granule exo inh	MC4R antag cAMP	CaV13 ICDI inh
CCC(=O)Nc1ccc(C(=O)OCC(=O)c2cccs2)cc1	-0.8	-2	-12	0	-1	99	3	7	4	-6
O=C1CC(c2ccc(F)cc2)CC(O)=C1C=NCCN1CCN(C(=O)Nc2ccccc2)CC1 (centres undefined)	-3.0	0	-22	-3	0	97	-3	-2	-7	-5
CC(=O)c1nn(-c2ccc(Cl)cc2)cc1C(=O)c1ccccc1	18*	0	5	-4	-10	94	-4	-8	1	-18
Cc1ccnc(SCc2cc(=O)c(OC(=O)c3ccc(Cl)c([N+](=O)[O-])c3)co2)n1	-2.7	2	3	-3	20	102	0	-1	3	-5
CC1(C)C[C@H]2C3=CCC4[C@@]5(C)CC[C@H](O)[C@](C)(CO)C5CC[C@@]4(C)[C@]3(C)C[C@@H](O)[C@@]2(CO)[C@@H](O)[C@@H]1O (some centres undefined)	0.0	0	.	-3	-1	102	-1	-4	18	.
CCCCc1nnc(NC(=O)C=C(C)C)s1	1.5	1	2	-7	-3	101	-2	-1	-5	-4
Cc1ccccc1NC(=O)c1cccc(S(=O)(=O)N2CCCCC2)c1	-1.0	0	4	-1	6	96	-7	5	-1	-4
C[C@H]1CN([C@@H](C)CO)C(=O)CCCn2nncc2CO[C@@H]1CN(C)C(=O)NC1CCCCC1	0.0	2	-1	6	3	100	-4	3	3	-7
CC1(C)NC(=O)N(CC(O)COc2ccc(N3C(=O)c4ccccc4C3=O)cc2)C1=O (centres undefined)	2.0	-2	11	1	20	102	6	-2	9	-4
COc1cc(C(=S)N2CCN(c3cccc(Cl)c3)CC2)ccc1O	5.5	10	-3	10	-12	97	0	3	-11	-6
CC(OC(=O)c1ccc(NC(=O)CC#N)cc1)C(=O)NC(c1ccccc1)c1ccccc1 (centres undefined)	-0.7	-2	-3	-1	-8	102	5	0	4	-13
O=C(Nc1ccc(S(=O)(=O)N2CCOCC2)cc1)c1cccc([N+](=O)[O-])c1	0.3	4	-1	-2	-1	104	-7	6	26	-3
CCCN(CCC)CCCNC(=O)CS(=O)Cc1nc(-c2ccc(OC)c(OC)c2)oc1C (centres undefined)	0.5	1	-7	-3	-1	100	4	1	9	-6
COc1ccc2[nH]cc(CCNC(=O)Cc3ccc(Cl)cc3)c2c1	-1.6	-1	14	4	-1	102	-1	7	6	-4
CC(=O)NC1=NN(C(C)=O)C(C)(CCS(=O)(=O)c2ccc(Cl)c(Cl)c2)S1 (centres undefined)	0.2	0	2	2	-2	97	2	-6	9	-3
O=C(O)c1cc([N+](=O)[O-])ccc1Oc1ccccc1	-1.1	1	0	-3	0	87	-2	-8	-4	-6
CCNS(=O)(=O)c1ccc(NC(=O)Nc2ccccc2OC)cc1	-1.3	-2	9	-6	-1	106	-4	1	17	-4
CC(=O)c1cccc(NC(=O)c2ccc(S(=O)(=O)N3CCCCC3)cc2)c1	-3.3	-1	-2	-7	-13	94	-2	-2	10	-1
CN(C)c1ccnc2sc(C(=O)c3ccccc3)c(N)c12	-1.8	-10	2	-2	-10	99	-1	6	0	-5
Fc1ccc(C2=Nn3c(Cc4ccccc4F)nnc3SC2)cc1	-0.4	-6	-3	11	-10	102	-11	0	2	.
CC(Sc1ccc(S(=O)(=O)N2CCN(C)CC2)cn1)C(=O)NC1CCCCC1 (centres undefined)	-0.1	1	11	-3	0	109	-6	-1	0	-5
Cc1ccc(CN(C)C(=O)COC(=O)CSc2ccc([N+](=O)[O-])cc2)cc1	1.0	1	3	-4	-4	99	-1	10	8	-8
CCc1ccccc1NC(=O)CCC(=O)c1cccs1	-2.0	.	0	3	1	102	8	-8	-1	-6
O=C1CCSC2=C1SCc1sccc12	.	.	.	22*	.	96	-1	-15	.	-11
O=C(COC(=O)c1cc(Br)ccc1O)NNC(=O)c1cccs1	-0.4	3	1	3	-4	93	-6	4	-20	-5
O=C(OCC(=O)N1CCN(c2ccccc2)CC1)C1CCCN1S(=O)(=O)c1ccc(Cl)cc1 (centres undefined)	-1.2	0	1	8	-8	97	-5	0	13	-6
C=CCn1c(C)cc(C2=NNC(=NC(C)(C)C)SC2)c1C	3.4	-22	1	7	-20	97	2	-6	-1	-3
Cc1oc2cc3oc(=O)c(CCC(=O)N4CCC(C(=O)O)(c5ccccc5)CC4)c(C)c3cc2c1C	-1.1	2	.	3	2	99	-1	5	3	.
Cc1ccc(S(=O)(=O)n2nc(OC(=O)C3CCCCC3)cc2N)cc1	4.1	0	7	6	7	83	-1	-1	0	.
Cc1csc2c(NCCCN3CCOCC3)ncnc12	2.1	0	-3	-2	1	100	-4	-8	10	-16
C=C(C)C1Cc2c(C)nn(-c3cccc4cccnc34)c2C1 (centres undefined)	-4.8	-2	-1	0	5	98	-4	-4	2	-5
